Screening results: PubChem, several laboratories
Myeloid diff MLP – compounds promoting myeloid differentiation | ER-HoxA9 myeloid progenitors, lysozyme-GFP differentiation, flow cytometry | calls only at 10 µM | 360,000 tested, 1% active | AID 624256;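 active = normalized GFP-positive differentiation at or above the plate's own cutoff, the solvent-only control mean plus 3 SD; inconclusive = no clear call, values can overlap the other calls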;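 also: cells exposed to compound for four days before flow analysis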
Insulin prom up – MIN6 insulin promoter up-regulation. 190,000 tested, 0.3% active. MIN6 insulin promoter-GFP reporter, high-content imaging; stronger effect = higher value. z-score at 5 µM. AID 1625;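 active = z-score above 3 at 5 µM with at least 500 cells counted in the well; inconclusive = wells under 500 cells, flagged as cytotoxic or low count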
T cell HTS – T cell immune modulators affecting CD8 T cell-vesicle binding | 2C CD8+ T cell-vesicle binding, flow cytometry; stronger effect = lower value | 330,000 tested, 0.068% active | AID 2052 | calls only at 7 µM;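 active = response, share of CD8 T cells binding vesicles, and their 90th percentile fluorescence all below set limits, cut at about 80% in these data, passing the limit was not always enough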
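Material: murine 2C transgenic CD8+ T lymphocytes / Also added: QL9-peptide-loaded Drosophila micro-vesicles bearing Ld, ICAM-1 and B7-1 / Schedule: binding step 1.5 h, 37 °C, antibody labelling 20 min, ice / Signal: flow cytometry, PE anti-B7-1 (FL2) versus Alexa647 anti-CD8 (FL8), PFA-fixed / Evaluation: percent CD8+ FL2 mean versus row control / Benchmarks: naked versus QL9-loaded vesicles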
Hep lipid drop – hepatic lipid droplet formation modulation | AML12 mouse hepatocytes, oleate lipid droplets, BODIPY imaging | inhibition, % at 6.5 µM | AID 1656 | 240,000 tested, 0.4% active;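 active = lipid droplet intensity inhibited by at least 50%, with more than 500 cells counted; inconclusive = wells with under 300 cells, treated as cytotoxic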
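Test system: AML12 hepatocytes (mouse); reagent: oleate loading, 100 µM; dosing: one dose, 6.5 µM compound; incubation: overnight exposure; signal: fluorescence imaging, 20x objective, two fields per well; read-out basis: % inhibition of corrected integrated BODIPY droplet signal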
b-catenin transl – beta-catenin nuclear translocation modulation | nuclear translocation activity, % at 5 µM | 190,000 tested, 0.3% active | HeLa beta-catenin nuclear translocation, immunofluorescence imaging;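 active = nuclear translocation activity above 50% at 5 µM, with a well cell count of 50 or more; inconclusive = wells under 50 cells across six images, flagged as toxic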;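 also: per-cell ratio of nuclear to cytoplasmic median beta-catenin stain intensity; plate controls were DMSO negative control for no effect and GSK-3 inhibitor IX positive control for full effect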
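Test system: human HeLa cells, native beta-catenin. Compound dosing: 5 µM primary single dose, 0.1% DMSO, 0.02–20 µM confirmation series. Incubation: compound exposure 24 h at 37°C. Detection: beta-catenin immunostaining with DAPI counterstain, 20x imaging, 6 fields/well. Read-out basis: Nuclear/cytoplasmic beta-catenin signal ratio, % activation.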
human PMI inhibition – MPI enzyme activity inhibition – biochemical, fluorescence intensity, coupled assay, primary screen (AID 1209); inhibition, % at 20 µM; hits with a dose series show IC50 in µM; purified PMI enzyme, coupled fluorescence intensity; higher % means a stronger effect; 190,000 tested, 0.42% active; in the data active = inhibition above about 50%;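 also: plate controls were DMSO vehicle for no effect and wells lacking substrate for full effect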
MT stabilize HCS – microtubule stabilization, imaging screen. 200,000 tested, 0.83% active. % tubulin-high responders, % at 10 µM. HeLa tubulin immunostaining HCS, 24 h; share of cells brighter than vehicle mean+2SD;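 active = plate Z-score above 3 for both tubulin-high and condensed-nucleus cell shares, with cell loss under 80%, at 10 µM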;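 also: anti alpha tubulin signal scored within the nucleus-defined area of each cell; some results filed as inactive read as strong as hits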
Dynein cargo inh – dynein cargo transport inhibition | AID 1381 | 3617.4 mouse cells, GR-EGFP nuclear translocation imaging; test concentration mostly 20 µM; stimulated with dexamethasone, 1 µM; stronger effect = lower value | 220,000 tested, 0.47% active | z-score, hits read low;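 active = plate z-score of nuclear minus cytoplasmic receptor signal below a set negative limit, without overly bright fluorescence or cell loss, cut at about -3.5 in these data, passing the limit was not always enough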;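 also: z-score of nuclear minus cytoplasmic ring GR-EGFP intensity difference per well; some compounds called inactive have numbers as strong as hits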
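medium = tetracycline-free induction medium containing charcoal-stripped FBS | also added = 1.0 µM final dexamethasone stimulus | schedule = 48 h induction, 1 h compound, 30 min dex at 37 °C | technique = fixed, Hoechst-stained cells imaged at 10x for EGFP | measure = GR-EGFP nuclear translocation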
TNAP activation fold – human TNAP enzyme activators, primary screen, biochemical, luminescent, no phosphate acceptor, uHTS (AID 1001) | purified TNAP, luminescent activation assay, no phosphate acceptor; higher activation fold means a stronger effect | one-dose activation fold at 20 µM; EC50 in µM for titrated hits | 200,000 tested, 0.03% active; in the data active = activation fold from about 3, or a potency from the dose series; inactive = the rest, 99 in 100 with activation fold below about 1.6; also: many of its hits are not listed in these tables
Dynein cargo inh cytoplasmic EGFP – second read-out of Dynein cargo inh, no call of its own (marks repeat the call); z-score; measured here: cytoplasmic GR-EGFP intensity; stronger effect = higher value
Dynein cargo inh nuclear GR-EGFP – further read-out of Dynein cargo inh, marked with its call; z-score; measured here: nuclear GR-EGFP intensity;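 lower value marks the stronger effect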
Dynein cargo inh cell count – also measured in Dynein cargo inh; calls as there; z-score; measured here: cell count per field
Insulin prom up cell count – also measured in Insulin prom up; calls as there; cell count; measured here: cytotoxicity, nuclei count;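 total cells summed across four imaged fields per well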
Hep lipid drop cells 6.5 µM – also measured in Hep lipid drop; calls as there; cell count; measured here: cell count, cytotoxicity flag;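 cells counted across two imaged fields per well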
b-catenin transl cell count 5 µM – also measured in b-catenin transl; calls as there; cell count; measured here: cell count, cytotoxicity flag
T cell HTS vesicle-bound % – also measured in T cell HTS; calls as there; double positive events, %; measured here: CD8+ vesicle-bound cell fraction;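 binding gate set so that unloaded-vesicle control wells show 10% double positive cells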
MT stabilize HCS Hoechst-high % – further read-out of MT stabilize HCS, marked with its call; % Hoechst-high responders; measured here: nuclear condensation Hoechst responders;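 share of cells brighter than vehicle mean plus two SD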
MT stabilize HCS cytotoxicity % – further read-out of MT stabilize HCS, marked with its call; toxicity, %; measured here: cytotoxicity by cell density;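 0% = mean cell density of plate MIN control wells and 100% = no cells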
Myeloid diff MLP GFP+ MAC1+ % – second read-out of Myeloid diff MLP, no call of its own (marks repeat the call); GFP+ MAC1+ double positive, %; measured here: differentiation confirmed by MAC1 staining
* marks the source's active call; other numbers are inactive results; i = inactive; ? = inconclusive; . = no result given.

| item | Molecule | Myeloid diff MLP | Myeloid diff MLP GFP+ MAC1+ % | Insulin prom up | Insulin prom up cell count | T cell HTS | T cell HTS vesicle-bound % | Hep lipid drop | Hep lipid drop cells 6.5 µM | b-catenin transl | b-catenin transl cell count 5 µM | human PMI inhibition | MT stabilize HCS | MT stabilize HCS Hoechst-high % | MT stabilize HCS cytotoxicity % | Dynein cargo inh | Dynein cargo inh cytoplasmic EGFP | Dynein cargo inh nuclear GR-EGFP | Dynein cargo inh cell count | TNAP activation fold |
| --- | --- | --- | --- | --- | --- | --- | --- | --- | --- | --- | --- | --- | --- | --- | --- | --- | --- | --- | --- | --- |
| 1 | Cc1ccc(NC(=S)NCCC2=CCCCC2)cc1 | i | 0.7 | -0.91 | 1194 | i | 53 | 7 | 724 | 1.6 | 1078 | 1% | 2.0 | 1.8 | 5.2 | -0.74 | -0.27 | -0.34 | 0.77 | 1 |
| 2 | Cc1cnc(NC(=O)c2cc3c(s2)CCCC3)s1 | i | 0.4 | 0.62 | 884 | i | 38 | 5 | 757 | . | . | 8% | 11 | 1.0 | 36 | -1.1 | -0.24 | -0.36 | 1 | 1.1 |
| 3 | O=C(Cc1ccc([N+](=O)[O-])cc1)NCc1ccc2c(c1)OCO2 | i | 1.0 | -0.21 | 1289 | i | 36 | 0 | 609 | 1.7 | 892 | 0% | 1.2 | 3.4 | 9.6 | -0.73 | -0.3 | -0.52 | 0.63 | 1.1 |
| 4 | CSc1nsc(SCc2cnc(C)nc2N)n1 | i | 2.9 | -0.33 | 1036 | i | 11 | 0 | 766 | -3.7 | 1123 | 3% | 3.3 | 2.4 | 6.8 | 0.29 | -0.23 | 0.17 | 0.6 | 1.1 |
| 5 | Cc1ccc2c(C)c(C(=O)N(Cc3cccs3)C3CCS(=O)(=O)C3)oc2c1 (stereo not drawn) | i | 0.2 | -0.46 | 970 | i | 36 | 0 | 781 | -1.3 | 1214 | 2% | 2.8 | 0.9 | 17 | 1.5 | -0.38 | 0.67 | -0.67 | 1.1 |
| 6 | CCOc1ccccc1-n1c(SCC(N)=O)nc2ccccc2c1=O | i | 1.7 | 0.01 | 1099 | i | 18 | . | . | -1.6 | 1159 | 1% | 3.2 | 1.4 | 6.5 | 1.4 | -0.18 | 0.79 | -1 | 1.1 |
| 7 | O=C(NCCCN1CCOCC1)c1cc(-c2ccc(Br)cc2)on1 | i | 3.8 | -0.12 | 916 | . | . | . | . | -1.1 | 836 | 4% | 3.8 | 1.5 | 4.2 | -0.28 | -0.43 | -0.015 | 0.19 | 1.1 |
| 8 | CNc1nc(N)c([N+](=O)[O-])c(NCc2ccccc2)n1 | ? | . | 0.12 | 1317 | i | 51 | 1 | 635 | 1.3 | 501 | -1% | 2.4 | 3.7 | 4.5 | 1.5 | -0.2 | 0.54 | -0.94 | 1.1 |
| 9 | COc1ccccc1OCC(=O)OC/C(O)=C(\C#N)c1nc2ccccc2[nH]1 | i | 0.2 | -0.04 | 1515 | i | 59 | -30 | 594 | 2.1 | 1057 | 9% | 4.0 | 0.9 | 16 | 1.7 | 0.21 | 1.3 | -1.6 | 2 |
| 10 | COc1cc(OC)c(C(=O)NCC2CCCO2)cc1OC (stereo not drawn) | i | 0.1 | . | . | i | 26 | 2 | 682 | 0.1 | 1088 | -6% | 1.4 | 2.7 | 9.0 | -0.27 | -0.27 | -0.051 | -0.16 | 1.1 |

4 entries from above, in transposed form:
(9) COc1ccccc1OCC(=O)OC/C(O)=C(\C#N)c1nc2ccccc2[nH]1
(6) CCOc1ccccc1-n1c(SCC(N)=O)nc2ccccc2c1=O
(1) Cc1ccc(NC(=S)NCCC2=CCCCC2)cc1
(2) Cc1cnc(NC(=O)c2cc3c(s2)CCCC3)s1

Assay by compound	9	6	1	2
Myeloid diff MLP	i	i	i	i
Myeloid diff MLP GFP+ MAC1+ %	0.2	1.7	0.7	0.4
Insulin prom up	-0.04	0.01	-0.91	0.62
Insulin prom up cell count	1515	1099	1194	884
T cell HTS	i	i	i	i
T cell HTS vesicle-bound %	59	18	53	38
Hep lipid drop	-30	.	7	5
Hep lipid drop cells 6.5 µM	594	.	724	757
b-catenin transl	2.1	-1.6	1.6	.
b-catenin transl cell count 5 µM	1057	1159	1078	.
human PMI inhibition	9%	1%	1%	8%
MT stabilize HCS	4.0	3.2	2.0	11
MT stabilize HCS Hoechst-high %	0.9	1.4	1.8	1.0
MT stabilize HCS cytotoxicity %	16	6.5	5.2	36
Dynein cargo inh	1.7	1.4	-0.74	-1.1
Dynein cargo inh cytoplasmic EGFP	0.21	-0.18	-0.27	-0.24
Dynein cargo inh nuclear GR-EGFP	1.3	0.79	-0.34	-0.36
Dynein cargo inh cell count	-1.6	-1	0.77	1
TNAP activation fold	2	1.1	1	1.1
